T cell HTS – T cell immune modulators affecting CD8 T cell-vesicle binding; 2C CD8+ T cell-vesicle binding, flow cytometry; active compounds read low; calls only at 7 µM; 0.068% of 330,000 active;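 active = response, share of CD8 T cells binding vesicles, and their 90th percentile fluorescence all below set limits, cut at about 80% in these data, passing the limit was not always enough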
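material = purified 2C TCR transgenic mouse naive CD8+ T cells | controls = Unloaded micro-vesicles (low), QL9 vesicles with 0.7% DMSO (high) | detection = cytometric PE anti-B7-1 and Alexa647 anti-CD8 signals after 1% paraformaldehyde fixation | incubation = binding step 1.5 h, 37 °C, antibody labelling 20 min, ice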
Dynein cargo inh – blocks dynein driven cargo transport along microtubules; 0.47% of 220,000 active; z-score, hits read low; 3617.4 mouse cells, GR-EGFP nuclear translocation imaging; test concentration mostly 20 µM; stimulated with dexamethasone, 1 µM; active compounds read low;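 active = plate z-score of nuclear minus cytoplasmic receptor signal below a set negative limit, without overly bright fluorescence or cell loss, cut at about -3.5 in these data, passing the limit was not always enough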;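 note: z-score of nuclear minus cytoplasmic ring GR-EGFP intensity difference per well; some compounds called inactive have numbers as strong as hits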
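Buffer or medium: tet-free medium with charcoal-stripped serum / Also added: dexamethasone agonist, 1.0 µM final, for 30 min / Timing: induction 48 h, compound 1 h, agonist 30 min / Measured by: high-content fluorescence imaging after fixation / Read-out: nuclear-to-cytoplasmic GR-EGFP distribution per well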
P. falciparum M1AAP – malaria alanyl aminopeptidase activity blockers – biochemical, fluorogenic H-Leu-NHMec substrate, 1536-well (AID 1445); recombinant M1AAP, H-Leu-NHMec fluorogenic kinetic assay; higher % means a stronger effect; one-dose inhibition, % at 30 µM; IC50 in µM for titrated hits; 0.42% of 220,000 active;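 active = primary inhibition above the hit cutoff, then over 50% inhibition at one or more dose response concentrations, cut at about 23% in these data, passing the limit was not always enough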;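 note: plate controls were DMSO full reaction for no effect and no enzyme background for full effect; strong numbers were not always called active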
MT stabilizer – microtubule stabilizers in HeLa cells; HeLa tubulin immunostaining HCS, 24 h; share of cells brighter than vehicle mean+2SD; % tubulin-high responders, % at 10 µM; 0.83% of 200,000 active; AID 2205;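 active = plate Z-score above 3 for both tubulin-high and condensed-nucleus cell shares, with cell loss under 80%, at 10 µM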;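 note: anti alpha tubulin signal scored within the nucleus-defined area of each cell; some results filed as inactive read as strong as hits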
P. falciparum M17LAP – P. falciparum M17LAP inhibitors, primary screen, biochemical, fluorogenic H-Leu-NHMec substrate, 1536-well (AID 1619); recombinant M17LAP, H-Leu-NHMec fluorogenic kinetic assay; higher % means a stronger effect; inhibition, % at 30 µM, or IC50 in µM where a hit was titrated; 0.38% of 220,000 active;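 active = compound inhibiting the enzyme by more than half at any dose during confirmatory dose-response retesting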;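 note: plate controls were full reaction with DMSO carrier for no effect and no enzyme background for full effect; strong numbers were not always called active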
bCat nuc transl – modulators of beta-catenin nuclear translocation. 0.3% of 190,000 active. nuclear translocation activity, % at 5 µM. HeLa beta-catenin nuclear translocation, immunofluorescence imaging;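 active = nuclear translocation activity above 50% at 5 µM, with a well cell count of 50 or more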;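 note: per-cell ratio of nuclear to cytoplasmic median beta-catenin stain intensity; plate controls were DMSO negative control for no effect and GSK-3 inhibitor IX positive control for full effect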
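System: HeLa cells, endogenous beta-catenin; compound dosing: 5 µM primary single dose, 0.1% DMSO, 0.02–20 µM confirmation series; incubation: 24 h compound exposure at 37°C, 5% CO2; signal: beta-catenin immunofluorescence imaging with DAPI; evaluation: % activation, nuclear-to-cytoplasmic median beta-catenin signal ratio per cell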
Autophagy mod – modulators of autophagy; MEF GFP-LC3 puncta imaging; test concentration mostly 10 µM; calls only at 10 µM (by protocol); 0.98% of 190,000 active;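 active = percentage of spot-positive cells more than 3 SD above its plate mean, without a fluorescence outlier flag or 80% toxicity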;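 note: spot-positive cell cutoff set from DMSO-treated cells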
Yfh1-depleted yeast – mitochondrial function rescue without frataxin homolog – Friedreich's ataxia, plus single-dose screen, dose response (AID 1465). S. cerevisiae Yfh1-off respiration, WST-1 reduction, 72 h; higher fold induction means a stronger effect. fold induction at 50 µM; hits with a dose series show EC50 in µM. 0.074% of 220,000 active;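 active = fold induction of absorbance versus untreated yeast above a set limit, then at least 30% activation at any dose in follow-up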;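 note: activators that raise dye reduction in frataxin-depleted yeast; strong numbers were not always called active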
WT yeast gro inh – growth inhibition of WT yeast, mitochondrial fusion screen; mitochondrial fusion phenotypic screen, WT strain; inhibition, % at 10 µM; 2.1% of 190,000 active; AID 1362; in the data active = inhibition above about 58%; tested in S. cerevisiae
WT yeast gro inh mutant strain – also measured in WT yeast gro inh; calls as there; inhibition, %; mitochondrial fusion phenotypic screen, mutant strain inhibition
Dynein cargo inh cytoplasmic EGFP – second read-out of Dynein cargo inh, no call of its own (marks repeat the call); z-score; measured here: cytoplasmic GR-EGFP intensity; active compounds read high
Dynein cargo inh nuclear GR-EGFP – further read-out of Dynein cargo inh, marked with its call; z-score; measured here: nuclear GR-EGFP intensity;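 lower value marks the stronger effect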
Dynein cargo inh cell count – also measured in Dynein cargo inh; calls as there; z-score; measured here: cell count per field
bCat nuc transl cell count 5 µM – also measured in bCat nuc transl; calls as there; cell count; measured here: cell count, cytotoxicity flag
T cell HTS vesicle-bound % – recorded beside T cell HTS, whose call it bears; double positive events, %; measured here: CD8+ vesicle-bound cell fraction;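 binding gate set so that unloaded-vesicle control wells show 10% double positive cells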
MT stabilizer Hoechst-high % – recorded beside MT stabilizer, whose call it bears; % Hoechst-high responders; measured here: nuclear condensation Hoechst responders;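 share of cells brighter than vehicle mean plus two SD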
MT stabilizer cytotoxicity % – further read-out of MT stabilizer, marked with its call; toxicity, %; measured here: cytotoxicity by cell density;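 0% = mean cell density of plate MIN control wells and 100% = no cells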
Autophagy mod cell loss 18 h – second read-out of Autophagy mod, no call of its own (marks repeat the call); toxicity, %; measured here: cell loss, nuclei count;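 cell loss after 18 h compound exposure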
Active calls of the source: *; i = inactive; nt = not tested or not shown.

SMILES	T cell HTS	T cell HTS vesicle-bound %	Dynein cargo inh	Dynein cargo inh cytoplasmic EGFP	Dynein cargo inh nuclear GR-EGFP	Dynein cargo inh cell count	P. falciparum M1AAP	MT stabilizer	MT stabilizer Hoechst-high %	MT stabilizer cytotoxicity %	P. falciparum M17LAP	bCat nuc transl	bCat nuc transl cell count 5 µM	Autophagy mod	Autophagy mod cell loss 18 h	Yfh1-depleted yeast	WT yeast gro inh	WT yeast gro inh mutant strain
CCC(C)NC(=O)CS(=O)Cc1nc(-c2ccccc2C)oc1C (stereo unspecified)	i	39	-0.26	-0.19	-0.13	0.047	10%	4.6	3.5	8.3	2%	0.8	1162	i	-2	nt	3	-4
COc1cc(/C=N/NC(N)=S)cc(Br)c1OCc1ccccc1F	i	1	-0.65	-0.24	-0.13	0.73	16%	1.2	2.7	11	-11%	3.2	529	i	-15	i	34	0
C[C@@H](C(=O)Nc1ccc2ccccc2c1)[C@H]1C[C@]1(C)[C@H](NC(=O)OCc1ccccc1)c1ccccc1	i	27	-1.4	-0.052	-0.024	0.85	5%	2.4	4.2	11	6%	nt	nt	i	-19	i	15	-18
N/C(=N\OC(=O)CCc1ccccc1)c1ccccc1Cl	i	65	-0.5	-0.26	-0.14	-0.12	1%	2.4	1.7	1.8	-1%	-2.3	1040	i	8	i	-2	6
Cc1ccc(OCc2nnc(SCC(=O)Nc3sc(C)c(C)c3C#N)n2C)cc1	i	21	-0.98	-0.19	-0.36	0.34	4%	1.8	1.3	6.8	-15%	-1.2	1218	i	12	i	31	-44
Cc1cccc(Cn2cnc3c(NS(C)(=O)=O)c(C)c(C)cc32)c1	i	21	0.67	0.17	1.2	-0.75	7%	1.6	1.5	8.9	4%	-1.4	1402	i	28	i	18	3
CC1CCCC(C)N1c1nnc(NC(=O)Cn2c(=O)oc3ccccc32)s1 (stereo unspecified)	i	39	-0.73	-0.25	-0.054	0.81	14%	6.9	2.5	5.1	13%	1.1	1052	i	-10	i	7	3
O=C(CCc1ccccc1)NNC(=O)c1cccc(F)c1	i	49	1.7	-0.076	0.68	-1.5	-13%	1.9	2.7	13	0%	0.2	1122	i	-14	i	17	5
Cc1ccccc1C(=O)Nc1ccc(-c2nc3ccc(C(=O)c4ccccc4)cc3[nH]2)cc1	i	53	-0.23	-0.21	-0.32	0.68	13%	2.9	1.7	0.0	-9%	5.9	1319	i	-4	i	-14	-13
Cc1c(CCOC(=O)c2cccc([N+](=O)[O-])c2)sc[n+]1CC(=O)c1ccccc1	i	7	-0.22	-0.36	0.24	0.69	nt	1.0	0.8	1.3	nt	-0.6	988	i	12	i	0	0
O=C(CSc1nnc2ccc(-c3ccccn3)nn12)NCC1CCCO1 (stereo unspecified)	i	49	-0.2	-0.27	-0.1	0.01	-3%	3.9	1.1	5.5	5%	1.4	865	i	9	i	-4	5
CCOC(=O)CCCNC(=O)COC(=O)c1cccc(F)c1	i	30	-0.84	-0.25	-0.52	1.1	-1%	1.6	1.6	2.9	6%	-0.7	1120	i	-4	i	0	-2
CSc1ccccc1NC(=O)C1CC(c2ccccc2O)=NO1 (stereo unspecified)	i	23	-0.51	-0.26	-0.46	0.56	1%	2.8	1.8	3.7	3%	nt	nt	i	-1	i	-3	2
O=C(Nc1ccccc1)c1cc2c(=O)c3ccccc3oc2nc1C(F)(F)F	i	39	0.19	-0.22	0.38	0.24	3%	3.7	1.4	0.5	-6%	-2.5	971	i	16	i	24	30
COc1ccc(S(=O)(=O)n2[nH]c(=O)c(CCO)c2C)c([N+](=O)[O-])c1	i	37	-0.54	-0.29	-0.17	0.5	1%	1.6	1.1	7.8	2%	-0.8	1016	i	17	i	5	6
COc1ccc2[nH]c(=O)c(CNc3cc(C)ccc3C)cc2c1	i	31	2.1	-0.22	1	-1.6	15%	nt	nt	nt	-5%	-0.2	1269	nt	nt	i	nt	nt
O=C(O)CNCC1COc2ccccc2O1 (stereo unspecified)	i	19	-1.3	-0.26	-0.55	0.53	2%	5.8	4.0	6.9	-1%	-5.0	942	i	-9	i	23	9
Clc1cccc(Cl)c1CNc1ccc(N2CCCC2)cc1	i	28	0.2	0.053	0.2	-1.2	1%	3.5	1.1	4.0	-4%	-2.2	1066	i	41	i	-3	1
Cc1ccc(Nc2n[nH]c(C)c2[N+](=O)[O-])c(C)c1	i	57	0.15	-0.21	-0.097	-0.53	1%	4.8	2.5	4.2	-5%	nt	nt	i	11	i	-2	17
CC(=O)NC(C)C(=O)OCC(=O)Nc1ccc(Br)cc1 (stereo unspecified)	i	27	4.9	0.34	3.4	-2.5	2%	1.5	1.2	12	4%	-2.6	1117	i	4	i	8	-4
O=C(CNc1ccc(Cl)cc1)NNC(=S)NCc1ccccc1	i	50	-0.95	-0.32	-0.34	0.62	-15%	1.2	2.0	3.3	1%	-1.1	1114	i	1	i	11	-2
CCSC1=NCCN1C(=O)C(C)(C)Oc1ccc(Cl)cc1	i	29	-0.75	-0.28	-0.42	0.05	0%	4.1	1.5	7.3	1%	0.1	1003	i	-7	i	27	-10
Cc1ccc(-n2c3c(cc(C(=O)NC4CCSC4=O)c2=O)C(=O)CCC3)cc1 (stereo unspecified)	i	55	-0.82	1.1	-0.012	-0.4	-2%	3.5	1.2	4.5	-1%	5.5	1114	i	-6	i	1	-3
Cc1ccc(/C=C2\Sc3ccccc3C2=O)s1	i	19	-0.052	0.0068	-0.24	0.011	1%	2.2	1.8	7.2	3%	3.8	1313	i	2	i	17	0
COc1ccc(OC)c(C2CC(=O)N3CN(c4ccccc4F)CSC3=C2C#N)c1 (stereo unspecified)	i	17	1.8	-0.011	1.3	-1.2	3%	5.4	2.1	5.0	-1%	nt	nt	i	8	i	-2	-5

An excerpt from above, showing only Dynein cargo inh cell count and Autophagy mod.
Molecule	Dynein cargo inh cell count	Autophagy mod
O=C(Nc1ccccc1)c1cc2c(=O)c3ccccc3oc2nc1C(F)(F)F	0.24	i
CC1CCCC(C)N1c1nnc(NC(=O)Cn2c(=O)oc3ccccc32)s1 (stereo unspecified)	0.81	i

More structures
SMILES	T cell HTS	T cell HTS vesicle-bound %	Dynein cargo inh	Dynein cargo inh cytoplasmic EGFP	Dynein cargo inh nuclear GR-EGFP	Dynein cargo inh cell count	P. falciparum M1AAP	MT stabilizer	MT stabilizer Hoechst-high %	MT stabilizer cytotoxicity %	P. falciparum M17LAP	bCat nuc transl	bCat nuc transl cell count 5 µM	Autophagy mod	Autophagy mod cell loss 18 h	Yfh1-depleted yeast	WT yeast gro inh	WT yeast gro inh mutant strain
Nc1nonc1C(=O)N1CCCC1	i	57	-0.57	-0.38	-0.44	1.9	-2%	8.1	0.9	8.5	-5%	-0.4	1503	i	-1	i	-7	3
CN(CC1COc2ccccc2O1)C(=S)NC1CCCCC1 (stereo unspecified)	i	64	0.85	-0.27	0.11	-0.095	12%	nt	nt	nt	2%	0.0	1295	nt	nt	i	nt	nt
COc1cccc(C(c2c(O)nc(SC)n(C)c2=O)c2c(O)nc(SC)n(C)c2=O)c1	i	26	-1.2	-0.19	-0.63	0.62	8%	1.5	0.8	3.1	-9%	-0.9	1363	i	8	i	13	-5
COc1ccc(N/C(C)=C/C(=O)c2ccccc2)cc1	i	46	-0.22	-0.25	-0.36	0.71	8%	2.1	2.7	4.3	-4%	3.5	530	i	-4	i	-1	-1
Cc1cccc(C2=NNC(=O)C(c3ccc(Cl)cc3)C2)c1 (stereo unspecified)	i	50	0.54	-0.26	0.19	0.79	5%	3.0	2.5	12	-8%	-1.7	1156	i	7	i	4	5
O=C(CS(=O)(=O)Cc1ccccc1)Nc1nnc(C2CCCCC2)s1	i	26	0.44	-0.18	0.36	-0.82	6%	4.5	3.2	3.1	12%	-1.1	923	i	0	i	7	-2
CC(C(=O)Nc1ccccc1Cl)c1ccc([N+](=O)[O-])cc1 (stereo unspecified)	i	57	0.84	-0.22	0.71	-0.77	0%	2.1	0.9	6.3	0%	-2.2	1097	i	35	i	-7	-11
Cn1nc(C(F)(F)F)c2cc(C(=O)O)sc21	i	38	-1.2	-0.24	-0.53	0.06	4%	4.5	1.8	10	0%	-0.8	1134	i	2	i	-12	6
CCCCCC(=O)Nc1cccc(C2=NOC3(C2)C[C@H](C(N)=O)N(C(=O)c2ccccc2C(=O)c2ccccc2)C3)c1 (stereo partly specified)	i	34	-0.62	-0.11	-0.2	0.35	13%	nt	nt	nt	10%	-1.4	1114	nt	nt	i	nt	nt
Cc1nn(Cc2ccc(C(=O)NN)o2)c(C)c1Cl	i	46	0.2	-0.24	0.13	-0.042	-1%	nt	nt	nt	-1%	-0.9	1340	nt	nt	i	nt	nt
CCc1cccc(CC)c1NC(=O)C1CN(S(=O)(=O)c2ccccc2)CCN1S(=O)(=O)c1ccccc1 (stereo unspecified)	i	41	1.2	-0.13	0.88	-0.91	3%	5.8	2.4	3.6	4%	0.5	1051	i	8	i	-1	-7
COc1cccc(OCc2nnc(-c3cccs3)o2)c1	i	45	-0.52	-0.14	-0.21	0.21	5%	1.2	1.7	2.4	1%	0.1	1117	i	6	i	1	-5
C/C(=C(\C#N)C(=O)NC1CCCCC1)N(C)C	i	6	0.47	-0.45	0.52	-0.73	4%	5.7	2.9	11	-6%	0.0	1358	i	-26	i	6	-2

Screens (PubChem)
